CHRM1 agonist: agonists of human M1 muscarinic receptor; CHO-K1 hM1, Fluo-8 calcium fluorescence, agonist mode; 0% DMSO, 100% acetylcholine EC100; actives 0.33% (n = 360,000); activation, % at 3 µM;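 active = activation above the run's mean compound activation plus 3 SD, cut at about 16% in these data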;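 also: peak over basal fluorescence ratio within a 140 s kinetic read after compound addition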
CHRM1 PAM: positive allosteric modulators of human M1 muscarinic receptor; AID 588819; actives 0.088% (n = 360,000); CHO-K1 hM1, Fluo-8 calcium fluorescence, ACh EC20; 0% = ACh EC20, 100% = maximal ACh; activation, % at 3 µM; in the data active = activation above about 19%, passing the limit was not always enough
OXTR potentiate: potentiators of human oxytocin receptor | CHO-OTR cells, Fluo-8 calcium fluorescence, potentiator mode; 0% = oxytocin EC15, 100% = EC100 | activation, % at 3 µM | actives 0.061% (n = 320,000) | P30559 | AID 2445;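 active = activation above that plate's cutoff, the mean activation of tested compounds plus 3 SD, cut at about 6.6% in these data, passing the limit was not always enough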;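 also: 100% uses oxytocin at 75 nM as the full agonist control; some results filed as inactive read as strong as hits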
Target sequence (P30559 whole entry, looked up): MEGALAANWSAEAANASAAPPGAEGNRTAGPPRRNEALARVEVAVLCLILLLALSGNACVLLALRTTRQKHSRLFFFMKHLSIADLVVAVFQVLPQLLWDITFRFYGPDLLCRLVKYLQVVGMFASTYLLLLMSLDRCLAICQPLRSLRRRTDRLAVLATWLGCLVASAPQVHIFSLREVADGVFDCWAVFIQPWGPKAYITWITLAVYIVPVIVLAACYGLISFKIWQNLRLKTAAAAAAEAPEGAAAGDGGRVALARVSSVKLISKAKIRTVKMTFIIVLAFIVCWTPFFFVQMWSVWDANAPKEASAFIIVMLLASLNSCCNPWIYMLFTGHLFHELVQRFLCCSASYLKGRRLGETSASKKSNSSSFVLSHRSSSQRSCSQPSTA
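Assay system: CHO cell line stably expressing human OTR. Reagent: EC15 oxytocin agonist. Dosing: single dose, 3.0 µM nominal final compound concentration. Timing: compound 6 min at room temperature before oxytocin, 100 s read. Signal: kinetic Fluo-8 calcium fluorescence. Controls: oxytocin EC15 low and EC100 high.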
CHRM1 antagonist: blocks human M1 muscarinic receptor; actives 1.3% (n = 360,000); CHO-K1 hM1, Fluo-8 calcium fluorescence, ACh EC80 antagonist; inhibition, % at 3 µM;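 active = percent inhibition above its own plate's cutoff, namely the mean of that plate's compound wells plus 3 SD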;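 also: peak over basal fluorescence ratio during 140 s after agonist addition; 0% = ACh EC80 plus DMSO and 100% = DMSO alone without agonist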
OXTR agonist: human OXTR agonism; P30559; activation, % at 3 µM; CHO-OTR cells, Fluo-8 calcium fluorescence; normalized: DMSO 0%, oxytocin 100%; actives 0.32% (n = 320,000);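 active = activation above the mean of all tested compounds plus 3 SD, cutoff set per screening run, cut at about 20% in these data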;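 also: peak over basal fluorescence ratio from a 100 s FLIPR kinetic read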
CHO parental Ca: signal in parental CHO cells, OX1R antagonist counter-screen | actives 0.63% (n = 330,000) | AID 463079 | parental CHO-K1, ATP-induced calcium, Fluo-8 fluorescence | inhibition, % at 5.6 µM;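 active = inhibition above that plate's mean sample inhibition plus 3 SD, cut at about 26% in these data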;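 also: 0% = ATP-challenged DMSO wells and 100% = DMSO wells without ATP; some compounds past the cut are filed as inactive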
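Assay system: untransfected parental CHO cell line. Also added: ATP agonist challenge. Dosing: one dose, 5.6 µM nominal. Measured by: Fluo-8 fluorescence. Read-out: % inhibition. Benchmarks: ATP wells versus no-ATP DMSO wells. Repeats: no replicates.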
TAAR1 antagonist: human TAAR1 antagonism | inhibition, % at 3 µM | CHO RD-HGA16 TAAR1, Fluo-8 calcium fluorescence, antagonist | actives 1.5% (n = 360,000);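 active = inhibition above a per-plate cutoff, the mean inhibition of test compounds on that plate plus 3 SD, cut at about 49% in these data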;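 also: 0% = DMSO plus EC80 beta-PEA response and 100% = DMSO alone without agonist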
Target sequence (Q96RJ0 whole entry, looked up): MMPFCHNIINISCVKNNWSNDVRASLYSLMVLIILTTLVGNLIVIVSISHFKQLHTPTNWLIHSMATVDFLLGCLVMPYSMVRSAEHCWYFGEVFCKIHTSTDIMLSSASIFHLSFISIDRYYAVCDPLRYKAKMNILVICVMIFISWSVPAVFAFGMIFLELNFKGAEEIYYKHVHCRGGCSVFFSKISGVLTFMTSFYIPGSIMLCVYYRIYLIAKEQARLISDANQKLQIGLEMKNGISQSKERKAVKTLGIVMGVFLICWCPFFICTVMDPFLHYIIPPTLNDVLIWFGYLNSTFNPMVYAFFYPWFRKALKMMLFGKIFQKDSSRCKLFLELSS
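Test system: hTAAR1-expressing CHO RD-HGA16 cells, Gα16-coupled; Probe or stimulus: EC80 β-phenethylamine stimulus; Compound dosing: single nominal final test compound concentration of 3 µM; Timing: 140 s kinetic read after compound, 140 s after agonist; Signal: Fluo-8 calcium-sensitive fluorescence; Measure: % inhibition of agonist calcium response; Controls: DMSO and EC80 PEA controls.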
V1R ag counter: counter-screen for oxytocin receptor agonists: human V1a receptor agonists. P37288. AID 2797. actives 0.25% (n = 320,000). CHO-V1R cells, Fluo-8 calcium fluorescence, agonist mode; 0% DMSO, 100% 3 nM vasopressin. activation, % at 3 µM;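 active = activation above the mean activation of all tested compounds plus 3 SD, per screening run, cut at about 20% in these data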;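 also: signal is peak over basal fluorescence ratio across a 100 second FLIPR read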
TAAR1 agonist: agonists of human TAAR1; Q96RJ0; CHO RD-HGA16 TAAR1, Fluo-8 calcium fluorescence; vehicle wells 0%, saturating PEA agonist 100%; activation, % at 3 µM; actives 0.99% (n = 360,000);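 active = activation above the mean activation of all test compounds in the run plus 3 SD, cut at about 38% in these data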
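Assay system: CHO-derived RD-HGA16 cells with stable Gα16 and human TAAR1; timing: 17-24 h seeding, 75 min 37 °C dye, 30 min RT; read-out: % activation from peak over basal fluorescence ratio, DMSO-to-PEA scaled; measured by: kinetic Fluo-8 calcium fluorescence; benchmarks: low control DMSO, high control PEA (EC100); doses: 3 µM single concentration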
The depositor's hits bear a star; . = no result given.

entry | compound | CHO parental Ca | CHRM1 antagonist | CHRM1 agonist | V1R ag counter | OXTR potentiate | CHRM1 PAM | TAAR1 antagonist | OXTR agonist | TAAR1 agonist
1 | CCOC(=O)C1(C)CCN1C(=O)c1ccccc1 (configuration not stated) | . | -7 | -2 | . | . | 5 | -10 | . | 1
2 | O=C(CCS(=O)(=O)c1ccccc1Cl)NCc1ccc(F)cc1 | -4 | -14 | -4 | -0.2 | -3 | 7 | 3 | -0.3 | 0
3 | COc1ccc(OC)c(/C=N/NC(=O)C(O)c2ccccc2)c1 (configuration not stated) | -5 | -9 | -1 | 2.0 | -4 | 5 | 2 | -0.2 | 3
4 | COC(=O)c1cccc(C(=O)N2CCCC(CNC(=O)c3ccccc3Cl)C2)c1 (configuration not stated) | -7 | -3 | -2 | -0.3 | -6 | 2 | -14 | -0.3 | 1
5 | Brc1ccccc1OCCCN1CCCCCC1 | -4 | 0 | -8 | 0.3 | 6 | -2 | -6 | 1.7 | 8
6 | CCOc1ccc(NC(=O)CSc2nnc(C3CC3)n2N)cc1 | -7 | -3 | -5 | -0.4 | -2 | 3 | . | -2.1 | .
7 | N#Cc1ccc(OCC(=O)OCC(=O)NCCC2=CCCCC2)cc1 | -1 | -9 | -7 | 1.2 | 4 | 4 | -16 | 0.3 | 10
8 | COc1cccc(NC(=O)CN(C)C(=O)CCNC(=O)c2ccc(Br)cc2)c1 | -23 | -2 | -2 | -1.0 | 6 | 4 | -9 | -0.4 | 0
9 | O=C(NCCc1ccc(Cl)cc1)C1CCCN(S(=O)(=O)N2CCCCCC2)C1 (configuration not stated) | -20 | -4 | -1 | 4.9 | -11 | 11 | -3 | 1.2 | -1
10 | COc1ccc(N(CC(=O)NC2CC3CCC2C3)S(=O)(=O)c2ccc(C)cc2)cc1 (configuration not stated) | -31 | 2 | -6 | -0.5 | -12 | 2 | -20 | -1.8 | -2
11 | COC(CNC(=O)CN1CCN(Cc2ccc(F)cc2Cl)C1=O)OC | -15 | -8 | -5 | 0.7 | -2 | 2 | -2 | 0.2 | -1
12 | COc1ccccc1NC1=C(N2CCCCC2)C(=O)c2ccccc2C1=O | -19 | 4 | -6 | -0.1 | -5 | 0 | . | -0.6 | .
13 | CN1C2CCC1CC(NC(=O)CSCc1ccc(Cl)cc1Cl)C2 (configuration not stated) | -14 | 15 | -8 | -0.5 | 2 | -12 | -15 | -0.9 | 4
14 | CN(C)CCCn1c(N)c(C#N)c2nc(C#N)c(C#N)nc21 | 0 | 0 | -5 | 4.7 | 0 | 2 | 6 | 1.7 | 4
15 | COc1ccc(NS(=O)(=O)c2ccc3c(c2)n(C)c(=O)n3C)cc1 | -17 | -4 | -1 | 6.9 | -10 | 1 | -1 | 7.6 | 0
16 | O=C(O)c1cc(Cl)c2ccccc2c1O | 8 | -1 | -4 | 1.1 | -6 | 5 | -11 | 0.5 | 11
17 | COc1ccc(N(CC(=O)NCc2ccc3c(c2)OCO3)C(=O)c2csnn2)cc1 | -10 | -18 | 7 | 0.3 | 3 | 20 | -2 | -0.1 | 2
18 | O=C(CSc1ncnc2ccccc12)Nc1cc(S(=O)(=O)N2CCCCC2)ccc1Cl | -9 | -1 | -8 | 1.9 | -6 | -3 | 28 | -0.5 | 4
19 | O=C(COc1ccc(-n2cnnn2)cc1)Nc1ccc(F)cc1 | 5 | -6 | -1 | 1.4 | -2 | 8 | -2 | 1.2 | 1
20 | CCCCN1CN(Cc2ccco2)CNC1=S | 17 | -13 | -1 | 0.7 | -6 | 14 | -4 | 1.3 | 1

Individual results from above.
#20 | TAAR1 antagonist = -4
#4 | OXTR agonist = -0.3
#15 | OXTR potentiate = -10
#19 | CHO parental Ca = 5
#18 | TAAR1 antagonist = 28

Other compounds:
entry | compound | CHO parental Ca | CHRM1 antagonist | CHRM1 agonist | V1R ag counter | OXTR potentiate | CHRM1 PAM | TAAR1 antagonist | OXTR agonist | TAAR1 agonist
21 | Cc1occc1C(=O)N1CCN(C(c2ccccc2)c2ccccc2)CC1 | -22 | -5 | -7 | -0.7 | -6 | -7 | 6 | -1.6 | 18
22 | O=C(O)C1NCCc2ccccc21 (configuration not stated) | -14 | 3 | -6 | -0.7 | 0 | -2 | 38 | -1.1 | 72*
23 | COC(=O)CCCC1=CC2=CC(=O)C(C)(OC(=O)c3cccs3)C(=O)C2=CN1c1ccc(OC)cc1 (configuration not stated) | -5 | -17 | -3 | 0.6 | 5 | 10 | 3 | -0.7 | 0
24 | CCN(c1ccccc1)S(=O)(=O)c1ccc(OC)c(NS(=O)(=O)c2cccs2)c1 | -13 | -15 | -3 | -0.1 | -9 | 11 | -19 | -0.1 | 8
25 | CCN(CC)c1ccc(C=C2C(=O)OC3(CCCC3)OC2=O)cc1 | 5 | -1 | -7 | 0.2 | -5 | 7 | 1 | 1.1 | 32
26 | CCC(c1nc2ccccc2[nH]1)N(C(=O)Cc1cc(OC)cc(OC)c1)c1ccc(N2CCOCC2)cc1 (configuration not stated) | . | -15 | -10 | . | . | 17 | -3 | . | -1
27 | COc1ccc(S(=O)(=O)Nc2nc(C(F)(F)F)cs2)cc1 | 0 | -12 | -3 | 1.2 | -9 | 4 | -21 | 1.0 | 7
28 | CCOC(=O)c1ccc(S(=O)(=O)NNC(=O)c2ccc3c(c2)nc(C)n3CC)cc1 | 2 | -10 | -6 | 0.1 | -9 | 6 | 2 | 0.8 | -1
29 | CC(C)[C@@H]1NC(=O)N(c2ccc(Oc3ccccc3)cc2)C1=O | -6 | -20 | -2 | 3.6 | -20 | 2 | 18 | 0.9 | 6
30 | CCOc1ccc(NCCC#N)cc1 | -9 | -5 | -1 | 0.7 | 1 | 6 | 5 | 1.4 | 14
31 | CCO[C@@H]1OC(C(=O)NCc2nc3ccccc3[nH]2)=C[C@H](c2cn(C(C)=O)c3ccccc23)[C@H]1CCCO | -18 | 1 | -8 | -0.8 | -3 | -8 | 35 | -1.6 | 21
32 | COc1ccccc1Cc1c(C2CCCCC2)nc2ccc(C)cn12 | . | 10 | -2 | . | . | -21 | -12 | . | 6
33 | C=CCSc1nc2ccccc2n1S(=O)(=O)c1ccc(Cl)cc1 | 7 | 5 | -2 | 1.7 | -6 | -6 | 0 | -0.7 | 8
34 | NC(=S)NCc1cccnc1 | 2 | -4 | -5 | 0.1 | 1 | 2 | -9 | 0.5 | 3
35 | CC(=O)Oc1c(/C=C(\C#N)C(N)=O)[nH]c2ccccc12 | . | 8 | 8 | . | . | -1 | 8 | . | 7
36 | COc1ccccc1C(=O)NCCC(=O)N1CCCCC1 | -2 | -10 | -1 | 1.3 | -1 | 8 | -6 | 0.8 | 1
37 | Cc1ccc(C(=O)N2CCC(Cc3ccccc3)CC2)cc1S(=O)(=O)N1CCOCC1 | . | 6 | -5 | . | . | -4 | -11 | . | 3
38 | CC1CCCCN1C(=O)c1ccccc1NC(=O)c1ccco1 (configuration not stated) | -15 | -3 | -4 | 0.3 | -6 | 5 | -7 | 0.2 | 1
39 | COCC(C)n1c(C)cc(C(=O)Cn2c(=O)oc3ccccc32)c1C (configuration not stated) | -7 | 5 | -2 | 0.7 | -4 | 0 | 6 | -0.8 | 16
40 | COc1cc(C2CC(=O)Oc3cc(OC)c(OC)c(OC)c32)cc(OC)c1OC (configuration not stated) | -8 | -9 | -1 | . | . | 13 | 4 | . | 4
41 | COc1ccc(Cc2nc(-c3ccccc3)no2)cc1 | -9 | -2 | -8 | -1.0 | -3 | -3 | 5 | -1.8 | 10
42 | Cc1nn(CC(=O)NC2CCCCC2)c(=O)c2cccn12 | -7 | -16 | -3 | 1.2 | -1 | 9 | -15 | 0.1 | 3
43 | COc1ccc(N(CC(=O)Nc2cccc(C(C)=O)c2)S(=O)(=O)c2ccc(NC(C)=O)cc2)cc1 | . | 7 | -3 | . | . | -7 | 61* | . | 17
44 | Cc1cc(/C=C2/SC(=O)N(CC(=O)N3CCCC3)C2=O)c(C)n1C | -7 | -12 | -5 | 0.0 | -6 | 6 | -2 | 0.2 | 1
45 | O=C(NNC(=S)Nc1ccccc1)Nc1ccccc1 | -8 | 6 | -8 | -0.7 | -6 | 6 | 16 | 0.1 | 4
46 | CCCc1cc(=O)[nH]c2nnc(SCC(=O)N3CC(C)OC(C)C3)n12 (configuration not stated) | -3 | -13 | -3 | 1.3 | -10 | 9 | -3 | 1.8 | 0
47 | CSc1ncccc1C(=O)OCC(=O)Nc1cc(C(F)(F)F)ccc1N1CCOCC1 | -3 | -3 | -7 | 0.1 | -11 | -3 | 8 | -0.9 | 3
48 | O=C(c1cccc(-c2cncc3nccn23)c1)N1CCOCC1 | . | -8 | -2 | . | . | 9 | -15 | . | 0
49 | O=C(NCc1ccco1)c1cc(-c2ccccc2)on1 | 2 | -11 | -7 | -0.3 | -2 | 2 | 3 | -1.4 | 10
50 | Cc1nnc(SCC(=O)Nc2c(C)n(C)n(-c3ccccc3)c2=O)n1Cc1ccccc1 | -9 | -3 | -13 | 2.1 | 1 | 11 | -3 | 1.1 | 4

Pulled one by one from the entries so far (6):
entry | compound | CHO parental Ca | CHRM1 antagonist | CHRM1 agonist | V1R ag counter | OXTR potentiate | CHRM1 PAM | TAAR1 antagonist | OXTR agonist | TAAR1 agonist
42 | Cc1nn(CC(=O)NC2CCCCC2)c(=O)c2cccn12 | -7 | -16 | -3 | 1.2 | -1 | 9 | -15 | 0.1 | 3
47 | CSc1ncccc1C(=O)OCC(=O)Nc1cc(C(F)(F)F)ccc1N1CCOCC1 | -3 | -3 | -7 | 0.1 | -11 | -3 | 8 | -0.9 | 3
41 | COc1ccc(Cc2nc(-c3ccccc3)no2)cc1 | -9 | -2 | -8 | -1.0 | -3 | -3 | 5 | -1.8 | 10
50 | Cc1nnc(SCC(=O)Nc2c(C)n(C)n(-c3ccccc3)c2=O)n1Cc1ccccc1 | -9 | -3 | -13 | 2.1 | 1 | 11 | -3 | 1.1 | 4
43 | COc1ccc(N(CC(=O)Nc2cccc(C(C)=O)c2)S(=O)(=O)c2ccc(NC(C)=O)cc2)cc1 | . | 7 | -3 | . | . | -7 | 61* | . | 17
49 | O=C(NCc1ccco1)c1cc(-c2ccccc2)on1 | 2 | -11 | -7 | -0.3 | -2 | 2 | 3 | -1.4 | 10

From PubChem
